# High-throughput results (PubChem BioAssay)
# cln2 rad14 = NCI yeast anticancer drug screen, S. cerevisiae cln2 rad14 strain; growth inhibition, % at 50 µM; 78,000 tested, 8.3% active; AID 165;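 also: 0% = growth of vehicle-only cultures of the same strain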
#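 Yeast carrying cln2 and rad14 alterations (cell cycle control and DNA damage repair) were exposed to compounds. Growth inhibition was measured against vehicle-treated controls.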
# yeast mlh1 rad18 = NCI yeast anticancer drug screen, S. cerevisiae mlh1 rad18 strain; AID 175; % growth inhibition at 50 µM; 79,000 tested, 11% active;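 also: 0% = growth of vehicle-only cultures of the same strain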
#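 Vehicle-treated cultures served as the reference for growth inhibition in a yeast strain carrying DNA damage repair alterations exposed to each compound.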
# yeast bub3 = NCI yeast anticancer drug screen, S. cerevisiae bub3 mutant strain | AID 167 | 78,000 tested, 9.9% active | growth inhibition, % at 50 µM;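 also: 0% = growth of vehicle-only cultures of the same strain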
#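 Part of a panel of yeast mutants defective in DNA damage repair or cell cycle regulation. Each strain is grown with compound, and inhibition is calculated relative to solvent-treated cultures.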
# yeast mec2-1 = NCI yeast anticancer drug screen, S. cerevisiae mec2-1 strain. 79,000 tested, 9% active. growth inhibition, % at 50 µM;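 also: 0% = growth of vehicle-only cultures of the same strain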
#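 Using mec2-1 yeast: add compound, measure growth, express inhibition versus vehicle-treated cultures.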
# yeast sgs1 mgt1 = NCI yeast anticancer drug screen, S. cerevisiae sgs1 mgt1 strain; 78,000 tested, 10% active; growth inhibition, % at 50 µM;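 also: 0% = growth of vehicle-only cultures of the same strain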
#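 Genetically altered yeast, compound exposure, growth inhibition relative to vehicle.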
# rad50 = NCI yeast anticancer drug screen, S. cerevisiae rad50 strain; growth inhibition, % at 50 µM; 79,000 tested, 10% active;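 also: 0% = growth of vehicle-only cultures of the same strain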
#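 Readout: growth inhibition relative to vehicle-treated cultures. Compound exposure was carried out in a genetically defined yeast strain deficient in DNA damage repair.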
# Active calls of the source: *. Rule as the data show it: active = growth inhibition above about 70%; inactive = the rest. Not all compounds are listed, so the mix of outcomes need not match the whole.
SMILES,cln2 rad14,yeast mlh1 rad18,yeast bub3,yeast mec2-1,yeast sgs1 mgt1,rad50
O=C1c2ccc(O)c(O)c2C(=O)c2c(O)ccc(O)c21,56,78*,72*,55,68,73*
CC12CCC(CC1)C(C)(C)O2,10,5,-1,3,-2,-2
O,6,-4,-17,9,17,13
CC(C)=CCC[C@](C)(O[C@@H]1O[C@H](CO)[C@@H](O)[C@H](O)[C@H]1O)[C@H]1CC[C@]2(C)[C@@H]1[C@H](O)C[C@@H]1[C@@]3(C)CC[C@H](O)C(C)(C)[C@@H]3[C@@H](O[C@@H]3O[C@H](CO)[C@@H](O)[C@H](O)[C@H]3O)C[C@]12C,16,-67,11,6,12,22
CC(O)CN(C)C (configuration not stated),14,10,1,4,5,14
Nc1nnnn1-c1ccccc1,13,17,8,1,16,17
O=C1CC2(CCCC2)CC(=O)N1,-29,-8,6,-11,-16,-11
CN(C)CCOC(C)(c1ccccc1)c1ccccn1 (configuration not stated),-1,-13,-3,-20,5,-16
CNC1C(O)C(NC)C2OC3(O)C(=O)CC(C)OC3OC2C1O (configuration not stated),84*,87*,86*,90*,9,84*
CCOC(=O)c1ccc(N)cc1,-10,-2,-19,20,-3,19
CCCCC(O)c1ccccc1 (configuration not stated),-22,7,-13,-4,-25,-17
COc1cc2c(cc1OC)C(=O)CC2,-5,0,-4,-11,-20,-13
O=c1cc(-c2ccc(O)cc2)oc2cc(O[C@@H]3O[C@H](CO)[C@@H](O)[C@H](O)[C@H]3O)cc(O)c12,12,-27,16,30,25,31
Cc1c(C(=O)NCCO)[n+](=O)c2ccccc2n1[O-],12,34,11,6,20,32
COc1c(O)c2c(=O)cc3c4c5c(cc(=O)c6c(O)c(OC)c(CC(C)O)c(c(c1CC(C)O)c24)c65)OCO3 (configuration not stated),38,70*,6,98*,76*,74*

# Already shown: entries from further up.
SMILES,cln2 rad14,yeast mlh1 rad18,yeast bub3,yeast mec2-1,yeast sgs1 mgt1,rad50
O=C1c2ccc(O)c(O)c2C(=O)c2c(O)ccc(O)c21,56,78*,72*,55,68,73*
CC12CCC(CC1)C(C)(C)O2,10,5,-1,3,-2,-2
O,6,-4,-17,9,17,13
CC(C)=CCC[C@](C)(O[C@@H]1O[C@H](CO)[C@@H](O)[C@H](O)[C@H]1O)[C@H]1CC[C@]2(C)[C@@H]1[C@H](O)C[C@@H]1[C@@]3(C)CC[C@H](O)C(C)(C)[C@@H]3[C@@H](O[C@@H]3O[C@H](CO)[C@@H](O)[C@H](O)[C@H]3O)C[C@]12C,16,-67,11,6,12,22
CC(O)CN(C)C (configuration not stated),14,10,1,4,5,14
Nc1nnnn1-c1ccccc1,13,17,8,1,16,17
O=C1CC2(CCCC2)CC(=O)N1,-29,-8,6,-11,-16,-11

# A second format for 2 compounds above.
# Each structure is followed by: cln2 rad14 | yeast mlh1 rad18 | yeast bub3 | yeast mec2-1 | yeast sgs1 mgt1 | rad50
> O=C1c2ccc(O)c(O)c2C(=O)c2c(O)ccc(O)c21
  56 | 78* | 72* | 55 | 68 | 73*
> Cc1c(C(=O)NCCO)[n+](=O)c2ccccc2n1[O-]
  12 | 34 | 11 | 6 | 20 | 32
